Screening data as filed in PubChem BioAssay.
SENP8 block-1 – blocks the human protease SENP8; Q96LD8; purified SENP8, Z-RLRGG-aminoluciferin cleavage, luminescence; inhibition, % at 10 µM; 1.2% of 330,000 active; AID 2540; in the data active means inhibition above about 50%
Target sequence (Q96LD8 whole entry, looked up): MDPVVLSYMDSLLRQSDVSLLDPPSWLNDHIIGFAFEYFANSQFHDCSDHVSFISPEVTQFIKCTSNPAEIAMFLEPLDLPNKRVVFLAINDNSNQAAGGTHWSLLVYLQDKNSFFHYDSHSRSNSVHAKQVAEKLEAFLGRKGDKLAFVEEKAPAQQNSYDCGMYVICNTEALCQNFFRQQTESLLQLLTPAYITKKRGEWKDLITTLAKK
NLRP3 yeast inh – inhibitors of NALP3 inflammasome in yeast; Yeast reconstituted NLRP3/ASC/caspase-1, beta-gal luminescence, 24 h; 0.39% of 330,000 active; inhibition, % at 10 µM;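 active means inhibition of 50% or more; inactive means inhibition below 50%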;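 further: plate controls were induced DMSO wells for no effect and uninduced yeast grown without galactose for full effect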
HKDC1 inhibitor – blocks human hexokinase HKDC1 activity. Q2TB90. recombinant HKDC1, G6PDH/diaphorase resazurin coupled fluorescence. inhibition, % at 20 µM. 0.16% of 340,000 active. AID 493160;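 active means inhibition above about 35% when tested at 20 µM, limit read from the data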;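 further: plate controls were DMSO wells with enzyme for no effect and DMSO wells lacking enzyme for full effect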
Target sequence (Q2TB90 whole entry, looked up): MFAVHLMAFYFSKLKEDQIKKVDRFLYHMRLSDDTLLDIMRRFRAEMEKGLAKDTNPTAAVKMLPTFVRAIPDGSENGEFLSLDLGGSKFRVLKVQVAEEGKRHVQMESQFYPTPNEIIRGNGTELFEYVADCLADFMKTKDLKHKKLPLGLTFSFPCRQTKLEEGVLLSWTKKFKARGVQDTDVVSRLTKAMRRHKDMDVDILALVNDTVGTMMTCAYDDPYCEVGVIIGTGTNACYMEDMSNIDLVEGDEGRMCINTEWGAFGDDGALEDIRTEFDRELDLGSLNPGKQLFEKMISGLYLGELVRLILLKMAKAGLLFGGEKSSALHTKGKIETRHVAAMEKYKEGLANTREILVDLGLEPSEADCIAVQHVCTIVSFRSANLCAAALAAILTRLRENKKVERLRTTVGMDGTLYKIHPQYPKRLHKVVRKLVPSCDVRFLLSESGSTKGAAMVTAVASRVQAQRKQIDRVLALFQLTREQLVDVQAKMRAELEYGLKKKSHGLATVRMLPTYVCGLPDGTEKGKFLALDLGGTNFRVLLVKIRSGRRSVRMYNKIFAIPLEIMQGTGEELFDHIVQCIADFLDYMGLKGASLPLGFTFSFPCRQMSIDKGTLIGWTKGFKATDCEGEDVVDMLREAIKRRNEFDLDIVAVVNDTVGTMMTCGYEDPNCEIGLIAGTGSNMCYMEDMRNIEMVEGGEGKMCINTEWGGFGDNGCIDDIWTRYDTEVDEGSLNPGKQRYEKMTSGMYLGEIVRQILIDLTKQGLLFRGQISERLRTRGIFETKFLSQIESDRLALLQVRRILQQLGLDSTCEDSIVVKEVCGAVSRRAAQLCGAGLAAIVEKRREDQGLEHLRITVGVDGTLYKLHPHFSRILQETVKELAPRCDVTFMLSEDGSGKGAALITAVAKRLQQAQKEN
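Material – in-house recombinant HK5 (HKDC1) enzyme · Quantity – HKDC1 at 5 µg/mL · Buffer or medium – pH 8.0 Tris buffer with 10 mM MgCl2 · Reagent – glucose with 1 mM ATP · Dosing – single 20 µM dose · Times – reaction time 90 min, room temperature, protected from light · Technique – resorufin fluorescence at 613 nm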
SENP6 inh – SENP6 protease inhibition; Q9GZR1; Recombinant SENP6 catalytic domain, aminoluciferin luminescence; inhibition, % at 10 µM; 1.8% of 330,000 active; AID 2599;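 active means inhibition above about 50% at the single tested dose, limit read from the data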;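 further: plate controls were DMSO wells with enzyme for no effect and DMSO wells lacking enzyme for full effect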
SENP1 inh – inhibitors of human SENP1 SUMO protease catalytic domain; Q9P0U3; recombinant SENP1 catalytic domain, CyPet-SUMO1-YPet FRET cleavage; inhibition, % at 10 µM; 0.21% of 360,000 active;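 active means inhibition at least 30% at 10 µM, raw YFP signal under a set limit, fluorescence ratio 0.5 to 1.5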;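 further: 0% = enzyme with DMSO and 100% = no enzyme wells; some results filed as inactive read as strong as hits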
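system = hSENP1 catalytic domain, recombinant | reagent = SFCypet-SUMO1-SFYpet substrate at 25 nM | doses = one dose per compound, 10 µM, 0.5% DMSO | incubation = enzyme reaction for 50 min at room temperature, dark | measured by = FRET, CFP and YFP emission | controls = no-enzyme low, enzyme-DMSO high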
SENP8 block-2 – SENP8 (human) protease inhibition. AID 602440. 0.64% of 360,000 active. inhibition, % at 20 µM. recombinant SENP8, Nedd8 substrate fluorescence. Q96LD8; in the data active means inhibition mostly above about 40%, no sharp cut-off; inactive means mostly below about 27%
Apaf-1 inh – inhibitors of human Apaf-1 apoptosome. O14727. reconstituted apoptosome caspase-3 activity, DEVD-Rh110 fluorescence. inhibition, % at 20 µM. 0.71% of 330,000 active. AID 489030; active means inhibition of at least 40% at 20 µM;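 further: plate controls were DMSO wells for no effect and DEVD-CHO caspase inhibitor wells for full effect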
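Material: reconstituted apoptosome with Apaf-1, cytochrome c, caspase-9, procaspase-3, dATP. Technique: Rh110 fluorescence intensity. Buffer or medium: pH 7.5 Hepes buffer with CHAPS, BSA, DTT. Times: 30 min plus 50 min, RT.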
SENP7 block – inhibitors of human SENP7 protease; Q9BQF6; inhibition, % at 5 µM; AID 434973; recombinant SENP7, Z-RLRGG-aminoluciferin luminescence, 40 min; 1.5% of 330,000 active;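 active means inhibition above about 50% at the single test dose, limit read from the data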;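 further: plate controls were DMSO with enzyme for no effect and no enzyme buffer wells for full effect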
PfG6PD inh – PfG6PD (Plasmodium falciparum) enzyme inhibition; PfGluPho enzyme, NADPH resazurin-diaphorase fluorescence; inhibition, % at 20 µM; 0.78% of 350,000 active;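 active means inhibition reaching at least a set limit at 20 µM in the primary screen, cut at about 59% in these data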;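 further: 0% = DMSO wells with substrate and 100% = DMSO wells lacking glucose-6-phosphate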
An asterisk follows results filed as active; . = not tested or not shown. Rows are unselected. About 4.1% of those tested had a hit in this group.

SMILES | SENP8 block-1 | NLRP3 yeast inh | HKDC1 inhibitor | SENP6 inh | SENP1 inh | SENP8 block-2 | Apaf-1 inh | SENP7 block | PfG6PD inh
CCOC(=O)N1CCN(C(=O)CSCc2nc(-c3ccccc3C)oc2C)CC1 | -9 | 15 | 7 | -2 | 2 | 10 | -1 | -5 | -8
CCCCNC(=O)CSc1nc(COc2ccccc2)nc2ccccc12 | -8 | 32 | 8 | -17 | -5 | 5 | 17 | -10 | -15
COC(=O)Cc1c(O)ccn(C2CC2)c1=O | -4 | 16 | -13 | -10 | -1 | 8 | 3 | -6 | 11
Cn1c(=O)c2c(nc(CN3CCN(C(c4ccccc4)c4ccccc4)CC3)n2CC(N)=O)n(C)c1=O | -2 | 26 | 7 | -22 | -2 | 20 | -14 | 7 | -6
COC(=O)c1cc(CNC(=O)c2cccc(Cl)c2Cl)ccc1OC | 0 | 3 | . | 7 | . | . | -12 | 1 | .
COC(=O)[C@H](CCSC)NC(=O)Nc1cc(C)ccc1C | -11 | 25 | -2 | -17 | -1 | 13 | 9 | -3 | -15
CCO[C@H]1OC(C(=O)O)=C[C@@H](c2coc3ccccc3c2=O)[C@@H]1CCCO | -7 | 7 | 6 | -15 | 1 | 15 | 0 | -9 | 2
COc1ccc(C2c3[nH]c4ccccc4c3C[C@H]3C(=O)N(CCCO)CC(=O)N23)c(OC)c1 (stereo not given in full) | 1 | 7 | -10 | -23 | -1 | 5 | 5 | 3 | -7
CN(C)c1nnnn1-c1ccccc1Oc1ncc(C(F)(F)F)cc1Cl | 10 | 12 | -10 | -3 | 1 | 3 | 2 | 3 | 49
CSc1ccccc1OCc1cc(C(=O)N(C)Cc2ccncn2)no1 | 0 | 21 | -4 | 12 | -1 | -3 | 6 | -2 | -5
Cc1ccc2cccc(OCC(=O)Nc3ccc(N4CCOCC4)cc3)c2n1 | -1 | 19 | 6 | -9 | -1 | 7 | 2 | 0 | -9
Cc1c(C)n(-c2ccc(Cl)cc2)c2ncnc(N)c12 | -7 | -9 | -4 | -16 | -1 | -31 | 15 | -9 | 11
CC(=O)c1cc(F)c(N2CCN(C(=O)C(C)(C)C)CC2)cc1C | -2 | -5 | -6 | 0 | 4 | -4 | -1 | 1 | 16
CCn1cc(C2=NOC(C(=O)Nc3cc(C)nn3-c3ccccc3)C2)c(C)n1 (stereo not given) | 5 | -1 | -14 | 11 | -1 | 5 | -24 | 0 | 5
CCCCN(C(=O)CSCc1c(C)noc1C)c1c(N)n(CCCC)c(=O)[nH]c1=O | 1 | 1 | -4 | 3 | -8 | -19 | -4 | -1 | -2
CCCCCCCC(=O)Nc1ccc(S(=O)(=O)Nc2nccs2)cc1 | 4 | 2 | 11 | 8 | 0 | 9 | 6 | 0 | -39
O=c1sc2ccccc2n1COc1ccc(Cl)cc1 | -15 | -22 | 2 | -6 | 1 | 9 | 13 | 5 | -17
Cc1nnc2ccc(-c3ccc(NC(=O)c4ccc(Cl)nc4)cc3)nn12 | -2 | -1 | . | 9 | . | . | -15 | 0 | .
COc1ccc(C/C(N)=N/OC(=O)COc2ccccc2C)cc1 | -10 | 10 | 12 | -3 | 1 | 9 | -2 | 2 | 0
COc1ccc(-c2ccc([C@H]3[C@H]4C=CC[C@@H](C)[C@@H]4C(=O)N3Cc3ccccc3)c(F)c2)cc1C | -9 | 14 | 1 | -6 | -3 | -29 | 16 | 6 | 28
CCN1C(=S)SC(=O)C1=C1C=C(C)OC(C)=C1 | -20 | 36 | 1 | -14 | -61 | 48* | 4 | -4 | 6
Cc1ccc(C(=O)COC(=O)CCC(=O)Nc2cc(Cl)ccc2Cl)cc1[N+](=O)[O-] | 2 | 6 | -5 | -18 | 1 | 20 | -18 | 6 | -11
O=C(NCc1ccco1)Nc1cccc2ccccc12 | . | . | -1 | . | -1 | -129 | . | . | 8
O=C(Nc1cccnc1)c1ccccc1Cl | -4 | 22 | 3 | 2 | 2 | 13 | -7 | -8 | -12

Sorted by heavy-atom count (largest number first): part of the list above.
SMILES | SENP8 block-1 | NLRP3 yeast inh | HKDC1 inhibitor | SENP6 inh | SENP1 inh | SENP8 block-2 | Apaf-1 inh | SENP7 block | PfG6PD inh
O=C(NCc1ccco1)Nc1cccc2ccccc12 | . | . | -1 | . | -1 | -129 | . | . | 8
O=c1sc2ccccc2n1COc1ccc(Cl)cc1 | -15 | -22 | 2 | -6 | 1 | 9 | 13 | 5 | -17
CCN1C(=S)SC(=O)C1=C1C=C(C)OC(C)=C1 | -20 | 36 | 1 | -14 | -61 | 48* | 4 | -4 | 6

Gathered by group, the compounds so far with two or more sulfur atoms.
SMILES | SENP8 block-1 | NLRP3 yeast inh | HKDC1 inhibitor | SENP6 inh | SENP1 inh | SENP8 block-2 | Apaf-1 inh | SENP7 block | PfG6PD inh
CCCCCCCC(=O)Nc1ccc(S(=O)(=O)Nc2nccs2)cc1 | 4 | 2 | 11 | 8 | 0 | 9 | 6 | 0 | -39
CCN1C(=S)SC(=O)C1=C1C=C(C)OC(C)=C1 | -20 | 36 | 1 | -14 | -61 | 48* | 4 | -4 | 6

Remaining list, next part:
SMILES | SENP8 block-1 | NLRP3 yeast inh | HKDC1 inhibitor | SENP6 inh | SENP1 inh | SENP8 block-2 | Apaf-1 inh | SENP7 block | PfG6PD inh
COCCCNC(=O)c1cccs1 | -4 | 10 | -3 | -6 | 1 | 21 | -2 | 2 | -6
C=CCC[C@@H](Cc1ccc(F)cc1)C(=O)OC[C@H](Cc1c[nH]c2ccccc12)NC(=O)[C@H](CC=C)CC(=O)NCCO | 0 | 19 | 4 | 8 | -1 | 0 | 10 | 4 | 13
O=C(CSc1ncn[nH]1)NCc1ccccc1Cl | -7 | 6 | -7 | -20 | 0 | 10 | 3 | -13 | 2
COc1ccccc1N1CCN(C(=O)c2ccc(Br)s2)CC1 | 0 | -4 | -13 | -12 | 3 | 1 | 5 | -4 | -5
COc1ccccc1N(CC(=O)Nc1ccccc1C(=O)N1CCOCC1)S(C)(=O)=O | -3 | 12 | -5 | 3 | 0 | 6 | 1 | -4 | -9
COc1ccc(NC(=O)NN2CCOCC2)cc1OC | -6 | 5 | -3 | -19 | 3 | 0 | 3 | -3 | -5
O=C(NC(=S)N1CCCC(O)C1)c1ccco1 (stereo not given) | -8 | -8 | -4 | -11 | 4 | 14 | 8 | 1 | 4
Nc1cccc(C#Cc2ccc3c(c2)C(=O)/C(=C/c2ccsc2)O3)c1 | 4 | 5 | -2 | -2 | -8 | -78 | -4 | 2 | 14
CN1C(N)=NC(=O)/C1=C\c1ccc(Br)cc1 | -5 | 9 | -2 | 2 | -63 | -5 | 3 | 3 | -1
COc1ccc(OC2OC3COC(c4ccco4)OC3C(O)C2NC(C)=O)cc1 (stereo not given) | 3 | -3 | -3 | -6 | -1 | 20 | -10 | 2 | -5
Cc1ccc(S(=O)(=O)CCC(=O)OCC(=O)NCCc2ccccc2)cc1 | 0 | 11 | -5 | -2 | 1 | 9 | 4 | 2 | -12
Cn1nc(C(F)(F)F)c2cc(C(=O)Nc3ccc(F)cc3F)sc21 | 3 | 19 | -7 | -2 | 2 | 35 | -1 | -3 | 0
COc1ccc(C)cc1S(=O)(=O)n1nc(C)cc1C | -8 | -18 | 12 | 3 | 4 | 15 | 0 | -5 | 0
O=S(=O)(N/N=C/c1cccnc1)c1ccc(Cl)c(Cl)c1 | 7 | 15 | -1 | 0 | 2 | 6 | -8 | 1 | 16
COCCn1c(SCC(=O)c2c(N)n(C3CC3)c(=O)[nH]c2=O)nnc1-c1ccc(Cl)cc1 | 2 | 0 | -1 | -4 | -3 | -6 | 1 | 2 | 21
COc1ccc(-c2c(C)oc3c(CN4CCN(C)CC4)c(O)ccc3c2=O)cc1 | -8 | 11 | -2 | 9 | 0 | -403 | 9 | -10 | -4
CC(C)C(=O)N1CCN(c2ccc(NC(=O)c3ccc4c(c3)OCCO4)cc2Cl)CC1 | -9 | 6 | -5 | -14 | 2 | 8 | -10 | 2 | 68*
COc1ccc(S(=O)(=O)N(Cc2nc3ccccc3c(=O)[nH]2)C2CCCC2)cc1 | 1 | 3 | 0 | -10 | -4 | 4 | 3 | -7 | 9
O=C(c1cccs1)N1CCN(S(=O)(=O)c2ccccc2)CC1 | -1 | 5 | -4 | -4 | 2 | 4 | 10 | 2 | -11
Cc1nc2ccccc2c(=O)n1NCc1cc(Br)cs1 | -7 | 26 | -4 | 2 | 3 | -81 | 1 | -6 | 1
CN(C)c1nc(C#N)nc(N2CCOCC2)n1 | -2 | -6 | -6 | -6 | -4 | -42 | -6 | 8 | -18
COc1ccc(NC(=O)CC2C(=O)N(c3cccc(C)c3)C(=O)N2C2CCCCC2)cc1 (stereo not given) | -7 | -14 | 3 | -23 | 2 | -1 | 17 | -8 | 3
COc1cccc(CN2CC(C(=O)N3CCCC3)CCC2=O)c1 (stereo not given) | 3 | 17 | -5 | -9 | 1 | 12 | -7 | 2 | 5
COc1cc(CCC(=O)N2CCN(c3ccccc3)CC2)cc(OC)c1OC | 4 | 32 | 4 | 8 | 1 | 11 | -2 | 2 | -11
CC(C)C1N=C2c3ccccc3N=C(SCc3cc(=O)n4cc(Cl)ccc4n3)N2C1=O (stereo not given) | -6 | 13 | 7 | -18 | -3 | -344 | 3 | -1 | 14
CCOc1ccc(NC(=O)Nc2cc(OCC(F)(F)F)cc(OCC(F)(F)F)c2)cc1 | 1 | -5 | -7 | -22 | 0 | 12 | -14 | -2 | 11
COc1ccc(N2CCN(C(=O)C3CCCN(c4ncnc5c4nc4n5CCCCC4)C3)CC2)cc1 (stereo not given) | -6 | 21 | 3 | -6 | 1 | -9 | 8 | -3 | 0
Cn1nc(C(=O)NCc2ccc(Cl)cc2)c2c1-c1ccccc1S(=O)(=O)C2 | -4 | 12 | -3 | -1 | 2 | 18 | 6 | -3 | 3
COc1ccc(CN2CCC(C(=O)c3ccc(F)cc3)CC2)cc1 | 8 | 15 | -4 | 12 | -14 | -1 | -9 | -2 | 7
Cc1cccc(C)c1OCc1cc(C(=O)N2CCN3CCCC3C2)no1 (stereo not given) | 2 | 13 | -5 | -15 | -6 | 6 | -5 | -11 | 5
CC(O)(CC(=O)CC(=O)c1ccccc1)c1ccccc1 (stereo not given) | . | . | -7 | . | -1 | 30 | . | . | -27
Cc1cc(NC(=O)NC2(C(F)(F)F)Oc3ccc(Cl)cc3O2)no1 (stereo not given) | 2 | 2 | -12 | 8 | 4 | 7 | -14 | 2 | -1
O=C(CN1C(=O)c2ccccc2S1(=O)=O)Nc1ccccc1C(=O)NCc1ccco1 | -7 | 2 | -3 | 7 | 2 | -6 | 2 | -19 | -5
CCCc1cc(-c2ccc(O)c(OCC)c2)c(C#N)c(N)n1 | 0 | 10 | 1 | 2 | -4 | -211 | 1 | 12 | -13
CC1(C)Cc2cccc(OCC(=O)OCc3nnc(-c4ccccc4)o3)c2O1 | -2 | 6 | -4 | 11 | 2 | 12 | -5 | 1 | 7
O=C(CSc1nc2ccccc2[nH]1)NCCc1ccc(Cl)cc1 | -8 | -1 | 2 | -33 | 0 | 23 | 6 | -6 | -10
CC1(C)C(=O)OC(/C=C\c2ccccc2)C(C)(C)C1=O (stereo not given) | -1 | 15 | -12 | -4 | -1 | 6 | 5 | 5 | -10
CC(C)OC(=O)C1=C2SCC(=O)N2C(N)=C(C#N)C1 | 0 | 11 | -3 | 3 | -9 | -12 | 0 | 10 | -15
